# Bioassay records from PubChem.
# Myeloid diff 2 – myeloid differentiation induction; ER-HoxA9 myeloid progenitors, lysozyme-GFP differentiation, flow cytometry; calls only at 10 µM; 1% of 360,000 active; AID 624256;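 active = normalized GFP-positive differentiation at or above the plate's own cutoff, the solvent-only control mean plus 3 SD; inconclusive = no clear call, values can overlap the other calls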;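 also: cells exposed to compound for four days before flow analysis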
# Myeloid diff 2 GFP+ MAC1+ % – second read-out of Myeloid diff 2, no call of its own (marks repeat the call); GFP+ MAC1+ double positive, %; measured here: differentiation confirmed by MAC1 staining
# The depositor's hits bear a star; i = inactive; ? = inconclusive; . = no result given. A portion of the library, so the mix of outcomes need not match the whole.
SMILES,Myeloid diff 2,Myeloid diff 2 GFP+ MAC1+ %
Cc1sc2nc(CSCC(=O)NC3(C#N)CCCCC3)[nH]c(=O)c2c1C,i,0.4
CC1(c2ccccc2Cl)NC(=O)N(CC(=O)N2c3ccccc3NC(=O)C2(C)C)C1=O (stereo not given),i,1.5
CC1CN(C(=O)COC(=O)c2ccc3ccccc3c2)CC(C)O1 (stereo not given),i,0.3
COc1cccc(NC(=O)N(C)C[C@H]2Oc3cc(Br)ccc3S(=O)(=O)N([C@H](C)CO)C[C@H]2C)c1,i,0.7
CNCCNC[C@H](Cc1cccc2ccccc12)NCCc1ccccc1,i,0.2
C[N+](C)(C)CCN1CCc2ccccc21,i,0.8
CC(C)(C)[C@H]1COC(=O)CCCC/C=C\C[C@H](CC(=O)N(CCO)Cc2ccccc2)C(=O)N1,i,2.9
O=C(/C=C/c1ccc(F)cc1)N1CCc2ccccc2C1,i,0.5
CC(OC(=O)/C=C/c1ccco1)C(=O)NC1CCCCC1 (stereo not given),i,1.2
CC(=O)c1cccc(-c2cnc3c(NC=O)cc(-c4cccc(C(=O)N(C)C)c4)cn23)c1,i,0.4
CCN1CCN(C(=S)c2ccc(OCC(=O)Nc3ccc(OC)cc3)cc2)CC1,i,1.1
COc1cccc(N2CCN(C(=O)c3ccc4ccccc4c3)CC2)c1,i,0.5
COc1ccc(C(=O)N/C(=C/c2cccs2)C(=O)N2CCN(C)CC2)cc1,i,0.5
Cc1noc(C)c1-c1ccc(C(=O)NCc2cccs2)c2occc12,i,0.6
COC(=O)[C@]12CCCCC=C1N(Cc1ccc(Cl)cc1Cl)C(=O)[C@H](CC(=O)N1CCC(c3ccccc3)CC1)C2,i,1.0
CC(Oc1ccccc1F)c1nnc(SCC(=O)c2c(N)n(C3CC3)c(=O)[nH]c2=O)o1 (stereo not given),i,0.6
Cc1ccc(S(=O)(=O)N2CCSCCSCCSCCSCC2)cc1,i,0.8
CN(C(=O)c1cccc(NC(=O)Cc2cccc(NC(=O)C3CCCN(C(=O)c4ccccc4)C3)c2)c1)C1CCC1 (stereo not given),i,0.3
CC(C)[C@H](NC(=O)OC(C)(C)C)c1cc(C(=O)N(C)CCN(C)C)c(N)s1,i,1.9
COc1ccc(NC(=O)[C@@H]2CCCN2S(=O)(=O)c2ccccc2F)cc1S(=O)(=O)N1CCCCC1,i,0.7
COC(=O)c1cccc(NC(=O)CCN2C(=O)NC(C)(C)C2=O)c1,i,0.4
CCCCn1nnnc1C(c1ccccc1)N1CCN(c2ncc(C(F)(F)F)cc2Cl)CC1 (stereo not given),i,0.5
Cc1ccc(SCC(=O)Nc2cccc(S(=O)(=O)N3CCOCC3)c2)cc1C,i,0.6
O=S(=O)(c1cc(F)ccc1F)N1CCC2(CC1)OCCN2S(=O)(=O)c1cccs1,i,0.9
CC12CCC(=O)N1C(C(=O)Nc1ccc(F)c(Cl)c1)CS2 (stereo not given),i,0.7
Cc1ccc(S(=O)(=O)N2CCOCC2)cc1C(=O)Nc1ccccc1N1CCCC1,i,1.0
COC[C@H]1CCCN1c1ccc2c(c1)O[C@H](COCc1ccccc1)CN([C@@H](C)c1ccccc1)S2(=O)=O,i,0.9
Cc1cc(C)c(C)c(S(=O)(=O)N2CCC(C(=O)N3CC(C)CC(C)C3)CC2)c1C (stereo not given),i,0.2
COc1ccc(NC(=O)c2sc3nc(C)cc(C)c3c2N)c(OC)c1,i,0.5
CC1CN(S(=O)(=O)c2cccc(C(=O)OCC(=O)N3CCCCCC3)c2)CC(C)O1 (stereo not given),i,0.8
Cn1nc(C(=O)NCC(=O)Nc2ccc(F)c(F)c2F)c2ccccc2c1=O,i,0.4
CC(=O)Nc1ccc(NC(=O)COC(=O)c2ccc([N+](=O)[O-])o2)cc1,i,0.9
Cc1cc(NC(=O)CSc2nnc(-c3ccccc3F)n2N)no1,i,1.3
O=C(Nc1ccccc1C(=O)Nc1ccccc1)c1ccccc1Br,i,0.5
O=C(CN1C(=O)NC2(CCc3ccccc32)C1=O)Nc1ccc(Cl)cc1F (stereo not given),i,1.0
O=C(Nc1ccc(Oc2ccccc2)nc1)[C@H]1O[C@@H](n2ccc(=O)[nH]c2=O)[C@H](O)[C@@H]1O,i,0.8
COC(=O)c1cnc(Nc2nc(C(N)COCc3ccccc3)cs2)nc1C(F)(F)F (stereo not given),i,1.2
CCOC(=O)[C@]12CCCC=C1N(Cc1ccc3c(c1)OCO3)C(=O)[C@H](CC(=O)N1CCN(C(=O)c3ccco3)CC1)C2,i,1.0
COc1ccc(S(=O)(=O)Nc2ccc3c(c2)C(=O)N([C@H](C)CO)C[C@H](C)[C@@H](CN(C)S(=O)(=O)c2ccccc2)O3)cc1,i,0.7
Cc1cc(Br)ccc1NC(=O)CN(C)C(=O)COc1cccc2c1OC(C)(C)C2,i,0.3
Cc1ccsc1CNC(=O)C1(C)CCN1C(=O)C(C)C (stereo not given),i,1.2
O=C(Nc1ccc(C(F)(F)F)cc1[N+](=O)[O-])O[C@H]1[C@H](Cc2ccccc2)NS(=O)(=O)[C@H]2C[C@@H]3C=C[C@]12O3,i,1.2
C=CCCC(=O)N1C[C@@H](CO)[C@@H](NC)C[C@H]1c1ccccc1Br,i,0.7
COc1ccc(-c2csc(C(C)(O)c3cccc(F)c3)n2)cc1 (stereo not given),i,1.0
CCC(CO)Oc1cc(NC(=O)c2ccccc2C)c2ncn(C(C)C)c2c1 (stereo not given),i,3.2
CN(C)S(=O)(=O)c1cc(C(=O)Nc2ccccc2C(=O)NC2CC2)ccc1Cl,i,1.1
COc1ccc(NC(=O)COC(=O)C2CCN(S(=O)(=O)c3ccccc3)CC2)cc1Cl,i,0.4
Cc1cc(C)c(C)c(S(=O)(=O)Nc2ccccc2N2CCOCC2)c1C,i,0.4
CC(C)CCN1CCC(Cc2ccccc2)(NC(=O)c2ccccc2)C1=O (stereo not given),i,1.2
CC(=O)N1CCN(Cc2cc(=O)oc3cc(C)ccc23)CC1,i,1.6
CN(C)CCO/N=C(\c1ccc(Br)cc1)c1cccnc1,i,0.3
COc1ccccc1N1CCN(S(=O)(=O)CCNC(=O)CCCc2ccccc2)CC1,i,1.1
Nc1nc(COC(=O)C2CCN(C(=O)c3ccc(Cl)cc3)CC2)nc(Nc2ccccc2)n1,i,0.3
Cc1ccc(NS(=O)(=O)c2ccc3[nH]c(=O)oc3c2)cc1Cl,i,1.2
C=C(C)c1cccc(C(C)(C)NC(=O)N2CCN(C(=O)OCC)CC2)c1,i,0.6
Cc1ccsc1CN(C)C(=O)CN1C(=O)NC2(CCCc3ccccc32)C1=O (stereo not given),i,1.3
CN(Cc1ccccc1)C(=O)COC(=O)CCC(=O)c1ccc(Cl)cc1,i,1.0
O=S(=O)(c1ccc(SCc2ccccc2F)nc1)N1CCCC1,i,1.5
Cc1cc(=O)[nH]c(SCC(=O)Nc2cccc(S(=O)(=O)N3CCOCC3)c2)n1,i,0.3
CCN(C[C@H]1N[C@@](CC)(C(=O)OC)[C@H]2C(=O)N(C)C(=O)[C@@H]12)C(=O)NC(C)C,i,1.0

# Rewritten with two lines to a compound: entries from further up.
# Below each SMILES: Myeloid diff 2	Myeloid diff 2 GFP+ MAC1+ %
COc1ccc(NC(=O)COC(=O)C2CCN(S(=O)(=O)c3ccccc3)CC2)cc1Cl
  i	0.4
Cc1cc(C)c(C)c(S(=O)(=O)Nc2ccccc2N2CCOCC2)c1C
  i	0.4
CC(C)CCN1CCC(Cc2ccccc2)(NC(=O)c2ccccc2)C1=O (stereo not given)
  i	1.2
CC(=O)N1CCN(Cc2cc(=O)oc3cc(C)ccc23)CC1
  i	1.6
CN(C)CCO/N=C(\c1ccc(Br)cc1)c1cccnc1
  i	0.3
COc1ccccc1N1CCN(S(=O)(=O)CCNC(=O)CCCc2ccccc2)CC1
  i	1.1
Nc1nc(COC(=O)C2CCN(C(=O)c3ccc(Cl)cc3)CC2)nc(Nc2ccccc2)n1
  i	0.3
Cc1ccc(NS(=O)(=O)c2ccc3[nH]c(=O)oc3c2)cc1Cl
  i	1.2
C=C(C)c1cccc(C(C)(C)NC(=O)N2CCN(C(=O)OCC)CC2)c1
  i	0.6
Cc1ccsc1CN(C)C(=O)CN1C(=O)NC2(CCCc3ccccc32)C1=O (stereo not given)
  i	1.3
CN(Cc1ccccc1)C(=O)COC(=O)CCC(=O)c1ccc(Cl)cc1
  i	1.0
O=S(=O)(c1ccc(SCc2ccccc2F)nc1)N1CCCC1
  i	1.5
Cc1cc(=O)[nH]c(SCC(=O)Nc2cccc(S(=O)(=O)N3CCOCC3)c2)n1
  i	0.3
CCN(C[C@H]1N[C@@](CC)(C(=O)OC)[C@H]2C(=O)N(C)C(=O)[C@@H]12)C(=O)NC(C)C
  i	1.0

# Next section:
SMILES,Myeloid diff 2,Myeloid diff 2 GFP+ MAC1+ %
Cc1ccc(S(=O)(=O)N(C)C[C@H]2Oc3cc(C#Cc4ccccc4)ccc3S(=O)(=O)N([C@H](C)CO)C[C@@H]2C)cc1,i,1.9
CCCCCCSc1cc(-c2nc3ccc(C)cn3c2NCCCC)ccc1OC,i,1.9
O=[N+]([O-])c1ccc(COc2ccc(CN3CCOCC3)cc2)cc1,i,2.3
O=C(O)c1ccc(NC(=S)Nc2ccc(S(=O)(=O)Nc3ccccn3)cc2)cc1,i,0.7
CCCCNC(=O)C1(C)CCCCCN1Cc1cccc2c(OC)cc(C(=O)OCC)cc12 (stereo not given),i,1.6
COc1ccc(Nc2c(-c3cccc(OC)c3)nc3nc(C)cc(C)n23)cc1,i,1.0
COc1ccc(-c2nc3c(C)cc(Br)cn3c2Cc2ccccc2)cc1OC,i,0.6
Cc1c(C(=O)OCC(=O)N2CC(C)CC(C)C2)oc2ccccc12 (stereo not given),i,1.1
COc1ccc(C(=O)OCC(=O)Nc2ccc3c(c2)OCCO3)c(OC)c1,i,0.9
Cn1c(SCC(=O)NC(=O)NCc2ccccc2)nnc1C(F)(F)F,i,0.4
CCOC(=O)c1ccn(CSc2c(F)c(F)cc(F)c2F)n1,i,0.3
Cc1ccc(C(=O)OC(C)C(=O)NC2CCCCC2)cc1S(=O)(=O)N1CCCCC1 (stereo not given),i,0.3
CCOc1ccc(S(=O)(=O)N2CCC(C(=O)OC(C)C(=O)N3CCOCC3)CC2)cc1 (stereo not given),i,0.7
O=C(COC(=O)CNC(=O)c1ccc(Cl)cc1Cl)Nc1cccc(S(=O)(=O)N2CCCC2)c1,i,0.7
Cc1c(CCO)c(=O)n2n1CCCC2,?,.
COc1ccc([C@H]2C[C@H](n3cc(C4CC4)nn3)[C@@H](O)CN2CC2CCCCC2)cc1,i,0.7
CCCCCn1nc(C(=O)OCc2nc(N)nc(Nc3ccccc3)n2)c2ccccc2c1=O,i,0.8
c1ccc(-[n+]2nc(Nc3cccc4ccccc34)sc2-c2c3ccccc3cc3ccccc23)cc1,?,.
Cc1ccc(NS(=O)(=O)c2ccc(C(=O)NCc3ccncc3)cc2)cc1,i,1.1
O=C(Nc1cccc(C(F)(F)F)c1)Nc1nnc([C@@H]2C[C@H](O)[C@@H](CO)O2)s1,i,0.1
O=C(COc1ccccc1Cl)N1CCN(c2ccccn2)CC1,i,1.4
Cc1nn(Cc2ccccc2Cl)c(C)c1C(=O)N(C)CC(=O)Nc1cccc(F)c1,i,1.2
CCOc1c2ccccc2nn1CCOC,i,2.0
Cc1ccc(C(N)=S)c(C)c1,i,0.0
CCOc1ccc(C(C)NC(=O)c2cccs2)cc1OCC (stereo not given),i,0.3
COc1ccccc1C(=O)NC1CC2CCCC(C1)N2Cc1ccccc1 (stereo not given),i,0.6
NS(=O)(=O)c1ccc(CCNC(=O)c2cccc(S(=O)(=O)N3CCCC3)c2)cc1,i,0.7
O=C(COC(=O)c1nc(Cl)ccc1Cl)NC1CCS(=O)(=O)C1 (stereo not given),i,0.6
Cn1nc(C(=O)OCC(=O)NCc2ccc(Cl)cc2Cl)c2ccccc2c1=O,i,0.8
O=C(NCc1ccc(F)cc1F)[C@@H]1CCCN1C(=O)[C@@H]1CCCN1C(=O)c1ccc(Cl)cc1,i,2.0
COc1ccc(C=NNC(=O)CCCCC(=O)NN=Cc2ccc(OC)cc2)cc1,i,0.2
COc1ccc2c(Cl)cc(NC(=O)Nc3c(C)cccc3C)nc2c1,i,0.9
CCOc1cc2[nH]c(=S)n(CCCN3CCN(C)CC3)c(=O)c2cc1OCC,i,0.7
Cc1cc(=O)c(C(=O)Nc2cccc(N3CCCC3=O)c2)nn1-c1ccccc1F,i,0.7
CCN(CC)CCCC(C)n1c(C)cc(C(=O)NS(=O)(=O)c2ccc(C)cc2)c1C (stereo not given),i,0.4
CC(C)C[C@H]1CN([C@@H](Cc2ccc(O)cc2)CN2CCC[C@H]2CN2C(=O)C(=O)NC[C@@H]2Cc2ccccc2)C(=O)C(=O)N1CC1CCCCC1,i,1.3
CCCc1cc(CN2CCOCC2)c(O)c(CN2CCOCC2)c1O,i,1.7
COc1ccc(NC(=O)COc2cccc3c2OC(C)(C)C3)cc1OC,i,0.8
COc1cc2ccnc(C=NO)c2cc1OC,i,0.9
COC(=O)[C@@]12CCCN1[C@H](c1ccc(-c3ccc(F)cc3)c(OC)c1)[C@H]1C(=O)N(C)C(=O)[C@H]12,i,1.4
O=C(CCCc1ccccn1)c1ccccc1,i,0.1
O=C(COC(=O)c1ccccc1Cl)NCc1ccco1,i,1.2
O=C(OCC(=O)N1CCCCCC1)c1cccc(Cl)c1Cl,i,1.0
CC1(C(=O)NS(=O)(=O)C2CC2)CCN(C(=O)COCc2ccccc2)C1 (stereo not given),i,1.0
C[C@@H]1CN([C@@H](C)CO)C(=O)CCCn2nncc2CO[C@@H]1CN(C)C(=O)Cc1ccccc1,i,0.7
COc1cccc(COC(=O)C2CCN(S(=O)(=O)c3cccs3)CC2)c1OC,i,0.5
COCOc1ccc(/C=C/C(=O)c2c(O)cc(OCOC)cc2OCOC)cc1,i,2.0
O=C(NC(c1ccccc1)c1ccccc1)c1ccccc1,i,0.9
COCCN(C(=O)COC(=O)Cc1cccc(OC)c1)c1c(N)n(CC(C)C)c(=O)[nH]c1=O,i,0.5
